Compound activity: PubChem BioAssay, National Center for Advancing Translational Sciences (NCATS)
aSyn yeast rescue: alpha-synuclein toxicity suppression in yeast. S. cerevisiae alpha-synuclein toxicity rescue, BacTiter-Glo growth, 24 h. Potency, µM (series often up to 46.1 µM), for the others: at the highest dose growth rescue (activation), actives largely listed as activators. 0.02% of 94,000 active. AID 1347070; active = well fitted activation curve with a large enough effect; inconclusive = small, poorly fitted or top-dose-only effect; also: 0% is about no effect
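Growth restoration measured by BacTiter-Glo luminescence after 24 hr at 30 deg C; alpha-synuclein yeast, raffinose-pregrown to mid-log, were added at OD600=0.02 in galactose medium onto pinned compounds.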
An asterisk follows results filed as active; ? = inconclusive; [ ] = remark or other dose. Potency is read from the fitted curve at half-maximal effect. Some of the compounds tested, so the mix of outcomes need not match the whole.

A first look, 6 compounds:
smiles	aSyn yeast rescue
CCn1cc(C(=O)N2CCN(c3cc(Cl)ccc3C)CC2)c(=O)c2cc(S(=O)(=O)N3CCCC3)ccc21	-5%
Cc1ccc(NS(=O)(=O)c2c(C)nc3sccn3c2=O)c(Cl)c1	-9%
Cc1cccc(-c2nc3c4ccccc4nc(N4CCN(c5ccc(F)cc5)CC4)n3n2)c1	8%
COc1ccc(N2CCN(CCCNC(=O)c3ccc4nc(CCc5ccccc5)oc4c3)CC2)cc1	2%
COc1ccccc1N1CCN(S(=O)(=O)c2c(C)sc3ncn(CC(=O)Nc4ccc(C(F)(F)F)cc4)c(=O)c23)CC1	7%
CCOc1ccc(OCC)c(Nc2nc3ccc(Cl)cc3n3cnnc23)c1	4%

Results, previewed entries included:
smiles	aSyn yeast rescue
CCn1cc(C(=O)N2CCN(c3cc(Cl)ccc3C)CC2)c(=O)c2cc(S(=O)(=O)N3CCCC3)ccc21	-5%
Cc1ccc(NS(=O)(=O)c2c(C)nc3sccn3c2=O)c(Cl)c1	-9%
Cc1cccc(-c2nc3c4ccccc4nc(N4CCN(c5ccc(F)cc5)CC4)n3n2)c1	8%
COc1ccc(N2CCN(CCCNC(=O)c3ccc4nc(CCc5ccccc5)oc4c3)CC2)cc1	2%
COc1ccccc1N1CCN(S(=O)(=O)c2c(C)sc3ncn(CC(=O)Nc4ccc(C(F)(F)F)cc4)c(=O)c23)CC1	7%
CCOc1ccc(OCC)c(Nc2nc3ccc(Cl)cc3n3cnnc23)c1	4%
CN1CCC(OC2c3ccccc3CCc3ccccc32)CC1	5%
COc1ccccc1N=NNc1ccccc1OC	-19%
COc1ccc(N2C3=C(C(=O)CC(C)(C)C3)C(c3ccccc3OC)C3=C2CC(C)(C)CC3=O)cc1	6%
Cc1ccc(CCNc2nc3c(S(=O)(=O)c4ccccc4)nnn3c3ccsc23)cc1	-2%
O=C(NC1CC(=O)N(c2ccc(Cl)cc2)C1)c1ccc2c(c1)OCO2 (stereo not given)	-7%
CC(C)[C@H](NC(=O)c1ccc(Cl)cc1)C(=O)Nc1cccc(S(=O)(=O)N2CCOCC2)c1	3%
Cc1ccc(NC(=O)CSCC(=O)OC(C)C(=O)Nc2ccc(S(N)(=O)=O)cc2)c(C)c1 (stereo not given)	6%
CC1CCCN(c2nc3c(c(=O)[nH]c(=O)n3C)n2CCSc2nc3ccccc3o2)C1 (stereo not given)	-8%
COc1cc(OC)c(C(=O)OCC(=O)N2CCOCC2)cc1OC	0%
O=C(NCc1ccco1)c1cc(NS(=O)(=O)c2cccc([N+](=O)[O-])c2)ccc1O	-3%
CCOC(=O)c1c(C)[nH]c(C)c1S(=O)(=O)N1CCC(C(=O)Nc2cc(Cl)ccc2OC)CC1	4%
Cc1ccc(S(=O)(=O)N2CCN(C3CC4CCC3C4)CC2)cc1 (stereo not given)	-3%
CN(C)CC/C=C1/c2ccccc2CS(=O)(=O)c2ccccc21	3%
COc1cccc(NC(=S)N2CCN(c3ccccn3)CC2)c1	5%
COc1ccc(CNC(=O)[C@H](Cc2c[nH]c3ccccc23)NC(=O)[C@@H]2Cc3ccccc3CN2)cc1	-2%
CCC(=O)C1=C(c2ccc(Cl)cc2)N(C(=O)CC)n2c(C)nnc2S1	6%
O=C(Nc1ccc(S(=O)(=O)NCC2CCCO2)cc1)c1ccc(F)cc1 (stereo not given)	16%
O=C(NNS(=O)(=O)c1ccc(Br)cc1)c1sccc1-n1cccc1	18%
COc1cccc2c1Oc1nc(-c3ccccc3)nc(SCC(=O)N3CCCCC3)c1C2	-6%
COc1cccc(-n2nnc(-c3nc(-c4ccccc4F)no3)c2C)c1	-3%
COc1cccc(CNC(=O)c2cnc3sc(N4CCCC4)nn3c2=O)c1OC	4%
CC1=C(C(=O)OC2CCCC2)C(c2ccc(F)cc2F)CC(=O)N1 (stereo not given)	2%
C[C@H](CO)N1C[C@H](C)[C@H](CN(C)C(=O)Nc2ccccc2F)OCc2cnnn2CCCC1=O	0%
COc1ccc(CC(=O)Nc2cccc(-c3ccc4nncn4n3)c2)cc1OC	2%
Cc1cccc(C(=O)N(Cc2ccco2)Cc2ccccc2F)c1	4%
Cc1ccc(N2CC(c3nnc(Cc4ccc(F)cc4Cl)o3)CC2=O)cc1 (stereo not given)	5%
O=S(=O)(c1ccccc1Cl)N1CCC(O)(c2cccnc2)CC1	-7%
COc1ccc(CCN=C(NS(=O)(=O)c2ccc(Cl)cc2)c2ccccc2)cc1	18%
CCOc1ccccc1NC(=O)N(C)CCc1c(C)nn(CC)c1C	4%
COc1ccc(Nc2nnc(-c3ccc(C)c(S(N)(=O)=O)c3)c3ccccc23)cc1	-7%
OC1(c2ccc(F)cc2)CSC(=Nc2cccnc2)N1Cc1ccco1 (stereo not given)	14%
CC(C(=O)NCCN1CCOCC1)(c1ccccc1)c1ccccc1	-7%
COc1ccc(NC(=O)c2nc3nc(C)cc(C(F)F)n3n2)cc1OC	11%
CC(C)(C)c1ccc(C(=O)NNC(=S)NCc2ccco2)cc1	-9%
COc1ccc(OC)c(N(CCN2C(=O)c3ccccc3C2=O)C(=O)CCl)c1	-1%
COc1ccc(CN2CCN(C(=O)c3ccccc3C(=O)c3ccccc3)CC2)cc1F	6%
C[C@H](NC(=O)c1ncn2c1c(=O)[nH]c1ccccc12)c1ccccc1	-2%
Cc1cccc(Cn2cc(C(=O)Nc3ccc(S(N)(=O)=O)cc3)ccc2=O)c1	8%
NCCSC1CC(=O)N(Cc2ccc(F)cc2)C1=O (stereo not given)	-18%
CCC1CCCCN1CCCNC(=O)CN1C(=O)CSc2ccc(S(=O)(=O)N3CCOCC3)cc21 (stereo not given)	1%
COc1ccc(-c2oc3ncn4nc(-c5ccccc5Cl)nc4c3c2-c2ccc(OC)cc2)cc1	3%
O=C(O)c1ccccc1CSc1ncccc1C(=O)O	-4%
Cc1cccc(N2CCN(C(=O)c3oc(=O)c4ccccc4c3-c3ccccc3)CC2C)c1 (stereo not given)	3%
CCOc1ccccc1NC(=O)C(CC(C)C)NS(=O)(=O)c1ccc2c(c1)oc(=O)n2C (stereo not given)	-4%
COc1ccccc1NC(=O)c1c(C)cc(C)nc1SCC(=O)c1ccc(Cl)cc1	1%
O=C(NCc1ccc(Cl)cc1)C(=O)NCC(c1ccco1)S(=O)(=O)c1cccs1 (stereo not given)	1%
O=C(NC1CCCCCC1)c1ccc2c(c1)sc1nc(-c3ccc(F)cc3)cn12	-10%
COc1cc(C(=O)Nc2nonc2-c2ccc(Cl)cc2)cc(OC)c1OC	-10%
O=C(CSc1nc(-c2ccccc2)cc(=O)[nH]1)Nc1ccc(Br)cc1	-5%
Cc1cccc(N(C)C(=O)CCS(=O)(=O)c2ccc3c(c2)oc(=O)n3C)c1	2%
CCN(CC(=O)NC(C)(C)C)C(=O)c1cccc(S(=O)(=O)N2CC3(C)CC2CC(C)(C)C3)c1 (stereo not given)	-3%
CCc1ccc(NS(=O)(=O)c2cccc3nonc23)cc1	?
COc1cccc(-c2ccc3nnc(SCC(=O)Nc4ccc(NC(C)=O)cc4)n3n2)c1	13%
O=C(CCn1c(=O)oc2ccccc21)NCc1ccc2c(c1)OCO2	-4%

Additional results
smiles	aSyn yeast rescue
Cc1ccc(NC(=O)CSCC(=O)Nc2ccccc2N2CCCC2)cc1	0%
Cc1csc2nc(COc3ccc(NC(=O)COc4ccccc4F)cc3)cc(=O)n12	-7%
O=C(c1cc2ccc3cccnc3c2[nH]1)N1CCN(c2ccccc2)CC1	4%
Cc1ccccc1Nc1c(-c2ccc(Br)o2)nc2ccc(Cl)cn12	-8%
CCOc1cc(C(=O)Nc2ccc([N+](=O)[O-])cn2)cc(OCC)c1OCC	8%
Cc1ccc(S(=O)(=O)c2nc(S(C)(=O)=O)sc2N(C)Cc2ccccc2)cc1	0%
COc1ccc(S(=O)(=O)NCC(c2cccs2)S(=O)(=O)c2ccc(C)cc2)cc1F (stereo not given)	13%
COc1ccc(OC)c(N(CC(=O)NCC2CCCO2)S(=O)(=O)c2ccccc2)c1 (stereo not given)	11%
Cc1ccc(NC(=O)c2cccnc2)cc1S(=O)(=O)N(C)C	1%
Cc1ccc(-n2c(SCC(=O)N/N=C/c3ccccc3OCC(=O)O)nc3ccccc3c2=O)cc1	9%
COc1cc(/C=N/NC(=O)c2ccc3nc[nH]c3c2)cc(OC)c1OC(C)=O	-2%
CCOC(=O)c1ccc(NC(=O)CCCn2c(=O)c3cccn3c3ccccc32)cc1	-1%
COc1ccc(S(N)(=O)=O)cc1C(=O)NC1CCCc2ccccc21 (stereo not given)	-46%[inhibitor]
O=C(CCN1C(=O)/C(=C/c2ccccc2Cl)SC1=S)NNC(=O)c1ccccc1O	1%
CCOc1ccc(C(=O)n2cnnc2N)cc1	6%
COC(=O)c1cc(NC(=O)CCc2c(C)nc3c4c(C)cc(C)nc4nn3c2C)cc(C(=O)OC)c1	-2%
COc1ccc(C(=O)NCCS(=O)(=O)N2CCc3ccccc3C2)cc1OC	7%
COc1ccc(-c2cc3ncc(C(=O)c4cc([N+](=O)[O-])ccc4O)cn3n2)cc1	-3%
O=C(N/N=C\c1ccc(F)cc1)c1ccc(F)cc1	0%
CCOC(=O)c1cnn2c(SC)ncnc12	-4%
COCCCNC(=O)C(=O)Nc1c2c(nn1-c1cccc(Cl)c1)CSC2	9%
Nc1c(-c2nc(-c3ccc4c(c3)OCO4)cs2)c2ccccn2c1C(=O)c1ccc(Cl)cc1	2%
COc1ccc(-c2nc3ccccc3s2)cc1NC(=O)COc1cccc(C)c1	-30%
CC(Sc1nc2ccccc2s1)C(=O)Nc1nnc(C(C)C)s1 (stereo not given)	0%
Cc1cccc(N2CCN(C(=O)c3cn(CC(C)C)c(=O)c4c3c3ccccc3n4C)CC2)c1C	-7%
COCCn1ccc2c(OCC(=O)Nc3cccc(OC)c3)cccc2c1=O	6%
Cc1cc(NS(=O)(=O)c2ccc(NC(=O)c3cnc4scc(C)n4c3=O)cc2)nc(C)n1	1%
Cc1ccc(S(=O)(=O)/N=C(/c2ccccc2)N(C)C)c(C)c1	8%
O=C(COc1ccc2ccccc2c1)NNC(=O)C(=O)Nc1ccccc1	-13%
COC(=O)[C@H](CC(C)C)NS(=O)(=O)c1ccc(F)cc1Br	1%
CC(CNC(=O)c1ccc(NC2=NC3CS(=O)(=O)CC3S2)cc1)c1ccccc1 (stereo not given)	-1%
COc1ccc(-c2nc(C)c(CCNS(=O)(=O)c3cc(Cl)ccc3Cl)s2)cc1	27%
Cc1cccc2nc(-c3ccc(N(C)C)cc3)c(Nc3ccc4c(c3)OCO4)n12	-9%
CN(C(=O)COC(=O)C(C)(C)Oc1ccc(Cl)cc1)c1c(N)n(Cc2ccccc2)c(=O)[nH]c1=O	-3%
O=c1c2sc3ccccc3c2n(Cc2cccc(C(F)(F)F)c2)c(=O)n1-c1ccccc1	7%
COc1cc2c(cc1NC(=O)C(C)Oc1ccccc1)oc1ccccc12 (stereo not given)	-4%
CCc1ccc(C(=O)c2cn(CC(=O)Nc3cc(OC)ccc3OC)c3nc(C)ccc3c2=O)cc1	-13%
Cc1nn2c(C)c(C(=O)N3CCN(c4ccccc4F)CC3)cnc2c1-c1ccc(F)cc1	1%
CCOC(=O)c1cnc2c(ccc3ccccc32)c1Nc1ccccc1O	2%
Cc1ccc(CCNC(=O)CN2C(=O)COc3ccc(S(=O)(=O)N4CCCC4)cc32)cc1	-2%
O=C(CSc1nnc(-c2ccccc2)o1)N1CCCc2ccccc21	2%
COc1ccc(NC(=O)COc2ccc3c(C)cc(=O)oc3c2)cc1S(=O)(=O)N1CCCCC1	-4%
COc1cccc(OCc2nc3ccccc3n2CCOc2ccccc2C)c1	?
CCN(CC)CCn1c2c(c(SCC(=O)Nc3ccccc3Cl)nc1=O)CCC2	3%
COc1ccccc1-n1c(CNC(=O)c2cccs2)n[nH]c1=S	-2%
Cc1ccc(NC(=O)Cn2c(=O)n(CC3CCCO3)c(=O)c3ccccc32)cc1 (stereo not given)	0%
Cc1cc(C)c2c(n1)nn1c(C)c(CCC(=O)Nc3cccc(C)c3C)c(C)nc21	-2%
Cn1c(/N=C(\N)c2ccccc2)nc2ccccc21	-7%
CCC1(c2ccc(Cl)cc2)NC(=S)N(c2ccc(C)c(C)c2)N1 (stereo not given)	13%
O=C(Nc1ccc(S(=O)(=O)N2CCOCC2)cc1)c1ccc([N+](=O)[O-])o1	-12%
N#Cc1ccccc1NC(=O)Cn1cnc2onc(-c3cccc(F)c3)c2c1=O	-16%
O=C1NC(Cc2ccc(O)cc2)c2nc3ccc(Cl)cc3c(=O)n2-c2cc3ccccc3cc21 (stereo not given)	4%
CC1=C(C(=O)NC2CCC(C)CC2)C2(CCC(C)CC2)OC1=O (stereo not given)	-12%
Cc1ccc(-n2nnnc2SCC(=O)NCCc2ccccc2)cc1C	8%
COc1cccc(C(=O)NCc2cn3cccc(C)c3n2)c1	-5%
COc1cc(C(=O)Nc2ccc(-c3nc4cc(C)c(C)cc4o3)cc2)cc(OC)c1OC	-4%
CC1(C)CC2CC(C)(CN2CC(O)COc2ccccc2)C1 (stereo not given)	2%
CCCCCCC(=O)Nc1ccc2nc3c(=O)n(C)c(=O)n(C)c3nc2c1C	1%
CCOc1ccc(OCC(=O)NCCS(=O)(=O)N2CCN(c3ccc(F)cc3)CC2)cc1	3%
